# AT treatment: potential ataxia-telangiectasia treatment; […] A-T fibroblasts, KAP-1 phosphorylation AlphaLISA; neocarzinostatin DNA damage 30 min before lysis; Potency, µM (doses to about 57.5 µM), inactives show at the top dose activation, most hits filed as activators; 320,000 compounds, 0.19% hits; AID 485349; also: potency is read from the fitted curve at half-maximal effect; % of control where 0% means no effect; nearly all actives have a fitted effect of over 45% in size
#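 hTERT-immortalized A-T patient fibroblasts ([…]), 500 cells/well in OPTI-MEM, 1% FBS, got compounds for 60 min, then NCS for 30 min at 37C. Lysates were then assayed for phospho-KAP-1 by AlphaLISA (anti-pKAP1 donor, anti-KAP1 acceptor beads), 6 hr at 25C.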
# a7 integrin act: activators of alpha7 integrin expression for muscular dystrophy; alpha7betagal myoblasts, beta-gal FDG fluorescence, 48 h; 350,000 compounds, 0.064% hits; Potency, µM (doses to about 38.3 µM), without a hit: top-dose activation, hits mostly activators;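 also: potency is read from the fitted curve at half-maximal effect; 100% = response of the positive control SU9516; nearly all actives have a fitted effect of over 60% in size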
#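 alpha7betagal+/- myoblasts (passage 13, 250/well) treated 48 h at 37C with compounds at 1:260 dilution of DMSO stock. Lysed, then beta-galactosidase activity read as FDG fluorescence (ex 480/em 540) after 30 min, with pre-read for autofluorescence.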
# B2AR arrestin: beta2AR (human) beta-arrestin recruitment activity. P07550. beta-arrestin recruitment to beta2AR, cell-based reporter. Potency, µM (series often up to 46.1 µM), for inactives: at the top dose activation, usual class: activators. 330,000 compounds, 0.02% hits;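 also: potency is read from the fitted curve at half-maximal effect; 0% = DMSO controls and full agonism = EC100 isoproterenol or metaproterenol; nearly all actives have a fitted effect of over 65% in size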
# Target sequence (P07550 whole entry, looked up): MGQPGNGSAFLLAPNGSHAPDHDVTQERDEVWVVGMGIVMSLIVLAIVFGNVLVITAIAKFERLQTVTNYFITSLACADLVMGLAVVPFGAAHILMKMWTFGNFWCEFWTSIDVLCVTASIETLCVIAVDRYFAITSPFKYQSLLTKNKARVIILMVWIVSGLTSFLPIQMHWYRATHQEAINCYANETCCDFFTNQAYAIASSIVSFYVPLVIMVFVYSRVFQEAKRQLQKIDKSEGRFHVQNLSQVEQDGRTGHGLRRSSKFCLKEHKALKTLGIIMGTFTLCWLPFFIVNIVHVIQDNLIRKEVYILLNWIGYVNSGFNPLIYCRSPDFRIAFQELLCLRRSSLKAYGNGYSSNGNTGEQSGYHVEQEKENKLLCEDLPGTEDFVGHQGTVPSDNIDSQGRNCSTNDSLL
# TSG101-PTAP inh: blocks PTAP/TSG101 interaction to inhibit HIV-1 budding | AID 493005 | Fluorescence polarization, FITC-PTAP peptide / Tsg101 binding | Q99816 | 340,000 tested, under 10 active | Potency, µM (highest dose often 115 µM), for the others: at the highest dose activity change, negative = inhibition, usual class: inhibitors; active = well fitted inhibition curve with a large enough effect in the main read-out, with a control signal flat, not every such curve was filed as active; inconclusive = small, poorly fitted or top-dose-only effect, or effect the other way, or a change in a side signal; inactive = no such curve, though single readings can be large or run the other way; also: potency is read from the fitted curve at half-maximal effect; % of control where 0% means no effect
# Target sequence (Q99816 whole entry, looked up): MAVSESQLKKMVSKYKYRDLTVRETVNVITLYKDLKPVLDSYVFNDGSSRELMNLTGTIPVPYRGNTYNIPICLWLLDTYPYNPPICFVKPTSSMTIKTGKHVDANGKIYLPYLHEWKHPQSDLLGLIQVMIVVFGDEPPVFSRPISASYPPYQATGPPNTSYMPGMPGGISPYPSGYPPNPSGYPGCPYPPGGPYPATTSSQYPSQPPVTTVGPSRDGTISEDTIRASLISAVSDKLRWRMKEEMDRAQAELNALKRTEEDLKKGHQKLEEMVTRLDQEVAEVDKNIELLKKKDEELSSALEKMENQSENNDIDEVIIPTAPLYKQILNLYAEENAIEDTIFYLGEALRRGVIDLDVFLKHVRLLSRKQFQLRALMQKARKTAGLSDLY
#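 FP read-out: FITC-PTAP peptide, 50 nM final, binding Tsg101 binding domain, 10 uM final; 20 min, r.t.; 10 mM HEPES pH 7.5, 0.15 M NaCl, 0.01% Tween 20, 3 mM EDTA, 0.1 mM TCEP.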
# BRCA1 expr act: increases BRCA1 expression; MCF7-BRCA1-FFLuc reporter, luminescence, 48 h; response scale: scaled: vehicle 0%, 10 µM genistein 100%; Potency, µM (titrated, usually from 46.1 µM), without a hit: at the top dose activation, most hits filed as activators; 380,000 compounds, 1.1% hits; AID 624202; also: potency is read from the fitted curve at half-maximal effect; nearly all actives have a fitted effect of over 80% in size; some results filed as inactive show a strong effect at the top dose
#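 Luminescence from a BRCA1-driven firefly luciferase in MCF7 cells was read after 48 h compound exposure at 37 C. Data normalized against DMSO and a 10microM genistein activation control, then curve-fitted across the titration.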
# ELG1 repair inh: ELG1-dependent DNA repair inhibition; Potency, µM (doses to about 46.1 µM), for the others: at the top dose activity change, negative = inhibition, hits mostly inhibitors; 330,000 compounds, 2.3% hits; HEK293T ELG1-luciferase reporter, luminescence, 16 h; DNA damage induced by 5-fluorouridine; also: potency is read from the fitted curve at half-maximal effect; % is scaled to controls: 0 for no effect and ±100 for the full control effect; nearly all actives have a fitted effect of over 55% in size
#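 Quantitative HTS, concentration-response format. 2,000 cells/well co-treated with 5-fluorouridine and compound, 16 hr in 5% CO2 at 37 °C; ONE-Glo luminescence read after 30 min.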
# TCR activator: activates T cell receptor signaling | primary human leukocytes, anti-CD3, IL-2 HTRF, 48 h | Potency, µM (highest dose often 9.22 µM), inactives show at the top dose activation of IL-2 secretion, most hits filed as activators | AID 504894 | 330,000 tested, under 10 active; also: % of control where 0% means no effect
#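 Readout: HTRF IL-2, Eu-cryptate/d2 antibody pair, 320nm excitation, 665nm emission. Stimulus: a-CD3 beads, no co-stimulation. Cells: primary human leukocytes. Exposure: 48 hr with compound.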
# p53 reactivator: re-activators of mutant p53 | H1299 p53-A138V BP100-luciferase reporter, luminescence, 24 h | Potency, µM (titrated, usually from 92.2 µM), without a hit: at the highest dose activity change, positive = activation, usual class: activators | 320,000 compounds, 0.063% hits; also: potency is read from the fitted curve at half-maximal effect; % of control where 0% means no effect; nearly all actives have a fitted effect of over 45% in size
#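 p53-null H1299 cells stably carrying temperature-sensitive p53-A138V and a BP100-luciferase reporter were pinned with compounds (4-point, 1:5 series) and held 24 hrs at 37 deg C. Luminescence was read 10 min after detection reagent.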
# MLL CXXC-DNA inh: inhibitors of human MLL CXXC domain-DNA interaction; Potency, µM (titrated, usually from 115 µM), without a hit: top-dose activity change, negative = inhibition, most hits filed as inhibitors; Q03164; 290,000 compounds, 0.037% hits; MLL-CXXC / FITC-HOXA9 DNA fluorescence polarization; AID 2662; active = well fitted inhibition curve with a large enough effect in the polarisation, with a control signal flat, not every such curve was filed as active; inconclusive = small, poorly fitted or top-dose-only effect, or effect the other way, or a change in a side signal; inactive = no such curve, though single readings can be large or run the other way; the % refers to the polarisation; also: potency is read from the fitted curve at half-maximal effect
#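 Fluorescence polarization: 7 uM MLL-CXXC (stock) preincubated 5 min with compounds, then 50 nM fluorescein-HOX-A9 DNA (stock) added; 30 min ambient. Buffer 50 mM Tris-HCl pH 7.5, 50 mM NaCl, 1 mM DTT, 0.05% BSA.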
# TRPV1 ag: human TRPV1 agonism | AID 540275 | 320,000 compounds, 0.19% hits | TRPV1-expressing cells, Fluo-8 calcium influx, agonist mode | Q8NER1 | activation, % at 8.33 µM; in the data active = activation above about 80%; inconclusive = between about 30% and that limit; also: 0% is about no effect
#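 Cells expressing TRPV1 were dye-loaded with Fluo-8 and read kinetically: 10 s baseline, 3 min after compound (agonist portion), then 2 min after EC20 capsaicin (allosteric enhancer portion). Calcium-bound dye fluorescence at 480/520 nm.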
# Active calls of the source: *; ? = inconclusive; / = not tested or not shown; & = joins results of further samples; [ ] = remark or other dose. Unless noted, calls follow the shape of the dose curve; as a rule, active = well fitted curve in the direction sought with a large enough effect; inconclusive = small, poorly fitted or top-dose-only effect, or another doubt; inactive = no such curve, though single readings can be large; an effect the other way counts as inactive or inconclusive.
SMILES,AT treatment,a7 integrin act,B2AR arrestin,TSG101-PTAP inh,BRCA1 expr act,ELG1 repair inh,TCR activator,p53 reactivator,MLL CXXC-DNA inh,TRPV1 ag
Cc1oc2c(F)c(F)c(F)c(F)c2c1S(=O)(=O)Nc1cccc(C(F)(F)F)c1,6.3%,-33.9%[inhibitor],-1.0%,-7.7%,-74.9%,?,5.9%,-6.6%,-7.9%,1.2
O=C(C1=NN(c2ccccc2)C2C(=O)N(c3ccccc3Cl)C(=O)C12)c1ccccc1 (stereo unspecified),0.2%,-53.9%[inhibitor],-0.2%,?,-3.5%,15.5%,4.7%[46.1 µM],2.7%,?,?
COc1ccc(C(=O)OCc2c(-c3ccccc3)ncc3ccccc23)cc1,9.7%,8.9%,-0.3%,-3.6%,-7.1%,?,5.6%,-4.1%,/,/
Cn1c(=O)cc(SCC(=O)N2CCOCC2)c2ccc(Cl)cc21,-0.4%,3.5%,0.4%,-11.8%,-47.5%,?,-21.4%[46.1 µM],-6.4%,-1.4%,?
Cc1ccc(NC(=O)C2CCN(C(=O)NC3CCCCC3)CC2)cc1Cl,-5.5%,-1.1%,-0.1%,-4.9%,-1.4%,-2.7%,-34.7%,3.8%,10.6%,?
COc1nc(C)ccc1-c1noc(-c2ccccn2)n1,-3.6%,14.0%[7.66 µM],-0.1%,-8.1%,-16.9%,?,-19.0%,?,1.0%,-0.1
COc1ccc(NC(=O)CC(C)n2ccnc2)cc1 (stereo unspecified),4.7%,20.5%,0.0%,-9.2%,-16.1%,4.9%,-0.4%,-1.2%,?,-4.0
c1ccc(-c2nc(NCCCN3CCOCC3)c3ccccc3n2)cc1,8.9%,-48.5%,-0.4%,-4.7%,5.7%,?,1.3%,-23.9%,0.4%,?
CC12CCC3c4ccc(O)cc4CCC3C1CC(=NO)C2O (stereo unspecified),/,18.5%,/,-8.2%,-36.6%,/,-3.5%,/,/,/
CC1CCCN(C(=O)COC(=O)Cc2c(F)cccc2Cl)C1 (stereo unspecified),10.6%,-3.7%,0.1%,-1.8%,97.9%,?,2.0%,?,23.5%,3.9
COCCn1c(Cc2ccccc2)nnc1SCc1ccc([N+](=O)[O-])cc1,1.8%,22.7%,-0.2%,-5.1%,-31.3%,7.9%,0.6%[46.1 µM],-2.2%,-1.8%,0.1
CCN1CCN(CC(=O)Nc2ccc(C)c(Br)c2)CC1,-12.3%,-19.7%,0.1%,-3.2%,-23.4%,5.1%,-1.4%,-7.3%,-0.2%,-2.6
COc1ccc(CC(=O)N/N=C(\C)c2cccs2)cc1,0.6%,41.5%,-0.2%,0.6%,0.2%,12.3%,-0.4%,-13.0%,-1.1%,3.1
O=C1c2cc3ccccc3c(-c3ccccc3)c2C(=O)N1c1ccccn1,9.5%,11.0%,-0.2%,-6.1%,17.9%,11.8%,-1.5%[46.1 µM],-5.5%,-0.1%,21.1
C/C(N)=C(/C#N)C(=O)COc1ncnc2ccc(Br)cc12,-4.2%,-13.4%,-0.3%,-4.7%,-13.2%,6.9%,-6.1%,-5.2%,10.2%,-1.8
O=C(NNC(=O)c1ccncc1)Nc1ccc(Br)cc1,/,9.3%,/,-8.7%,36.7%,/,4.4%,/,/,/
O=C(NCc1ccccn1)Nc1ccc2c(c1)OCO2,4.5%,-9.1%,0.0%,0.5%,-1.3%,?,7.9%,16.1%,-4.3%,12.4
COc1ccccc1NC(=O)/C=C1\SCC(=O)N1C,-2.0%,?,-0.4%,-7.5%,17.0%,?,-0.5%,2.6%,14.0%,3.3
COc1ccc(S(=O)(=O)n2cnc3ccccc32)cc1,10.0%,-9.2%,-0.5%,2.2%,-1.8%,0.6%,/,?,-6.8%,3.3
Cc1ccc(CC(=O)Nc2cc([N+](=O)[O-])ccc2F)cc1,-1.5%,20.8%,0.4%,2.3%,13.4%,2.9%,4.5%,-2.5%,-10.1%,-1.0
CCc1ccc(-n2c(=O)c3ccc(C(=O)NCCc4ccccc4)cc3n(CC(N)=O)c2=O)cc1,-4.3%,1.2%,0.5%,-0.6%,-28.3%&14.2%,2.5%,1.7%,0.1%,15.7%,0.2
O=[N+]([O-])c1nn(-c2ccc(Cl)cc2)n(O)c1=NCc1ccccc1,-1.4%,-8.9%,-0.7%,-1.8%,56.1%,?,3.1%,?,15.3%,-9.9
Clc1ccccc1Nc1nc2ccccc2o1,14.6%,10.3%,0.1%,-3.2%,69.2%,?,-4.9%,?,/,4.7
S=c1[nH]nc(-c2ccc(Cl)cc2Cl)n1Cc1ccccc1,-13.1%,8.0%,-0.4%,-2.6%,-21.5%,2.0%,4.8%[46.1 µM],-4.5%,-0.2%,2.8
Cc1oc2c(c1C(=O)N1CCC(C)CC1)C(=O)c1ccccc1C2=O,3.1%,-49.5%[inhibitor],-0.3%,-2.4%,-87.4%[inhibitor],?,2.8%,-19.5%,3.8%,6.5
COc1ccc(C(=O)C23CC4CC(C2)CC(C(=O)c2ccc(OC)cc2)(C4)C3)cc1,14.9%,-4.5%,-0.2%,-1.1%,5.7%,5.8µM*,1.3%,3.8%,-2.0%,3.6
Cc1ccc(-c2nnnn2-c2ccc(C)cc2)cc1,0.9%,-14.1%,-0.9%,-0.5%,-13.8%,13.3%,1.3%,-1.7%,5.7%,?
Cc1cccc(C)c1NC(=O)C1(N(Cc2ccco2)C(=O)CC2NC(=O)NC2=O)CCCC1 (stereo unspecified),-6.8%,-6.2%,0.2%,-5.4%,-23.7%,-4.7%,2.4%,?,-4.0%,1.1
COc1ccc(COCC(O)CN2CCCCC2)cc1OC (stereo unspecified),-1.5%,-4.5%,0.0%,-0.4%,2.9%,?,-2.3%,2.5%,5.2%,1.3
COc1ccc(NC(=S)N(CCN2CCOCC2)Cc2ccccc2F)cc1,5.4%,7.5%,-0.3%,-0.4%,-6.8%,-0.1%,-5.3%,-0.6%,1.0%,9.0
COc1cc(C(=S)N2CCOCC2)ccc1OC(=O)c1ccccc1C,13.2%,-14.3%,-0.3%,-3.8%,15.2%,?,-5.1%,-2.6%,35.1%[activator],21.8
NNC(=O)CSc1nc(-c2ccccc2)cn1-c1ccccc1,-8.6%,-8.4%,-0.3%,-6.3%,-9.4%,?,5.6%,?,5.4%,1.5
CCO/C=N/c1c(C#N)c2c(c(=S)n1C)COC(C)(C)C2,-1.5%,10.9%,-0.6%,-4.5%,-18.5%,11.7%,-1.0%,4.5%,3.5%,0.6
Nn1c(SCC(=O)Nc2ccccc2F)nc2ccccc2c1=O,7.5%,23.5%,-0.2%,-7.3%,-20.1%,?,2.2%,2.8%,16.1%,-0.7
Cc1ccc(NC(=O)C2CCCC2)c(Br)c1,/,-11.5%,/,1.4%,29.0%,/,-2.4%,/,/,/
CCOc1cc(/C=C2\COc3ccccc3C2=O)ccc1OCC(=O)N(C)C,2.2%,-9.5%,-0.2%,-5.6%,-74.8%,?,1.6%,-30.3%[inhibitor],12.0%,2.5
CCOC(=O)[C@@H]1[C@H]2COc3cc(OC)ccc3[C@@H]2N2C(=O)N(c3ccc(OC)cc3)C(=O)[C@]12C,8.1%,-3.7%,-0.8%,0.4%,-4.6%,9.4%,3.7%,/,-1.5%,-2.5
CCOc1ccc(C(=O)Nc2c3c(nn2-c2ccccc2)CS(=O)(=O)C3)cc1,-2.6%,3.6%,0.1%,/,-26.1%,4.5%,-0.4%,-11.0%,-5.2%,3.2
NC(CSC(c1ccccc1)(c1ccccc1)c1cccc2ccccc12)C(=O)O (stereo unspecified),/,-1.2%,/,-1.2%,-37.2%,/,4.8%,/,/,/
COc1ccc(N2CCN(C(=O)c3ccccc3)CC2)c([N+](=O)[O-])c1,8.5%,-18.1%,0.4%,-1.5%,-11.1%,-6.5%,-0.3%,-1.8%,5.0%,12.6
Cc1c(N=C2NC(=O)/C(=C/c3cccc([N+](=O)[O-])c3)S2)c(=O)n(-c2ccccc2)n1C,-3.0%,/,0.0%,/,/,16.2%,11.5%[46.1 µM],-12.2%,?,2.1
Cc1ccc(C)c(OCCC(=O)NNC(=O)c2cc(C)oc2C)c1,-1.5%,18.7%,-1.1%,-1.4%,3.2%,0.0%,5.7%,-8.5%,/,1.0
O=C(COc1ccccc1Cl)c1ccc[nH]1,3.8%,23.2%,0.3%,0.4%,107.2%,?,9.9%,6.5%,7.7%,4.5
Cc1ccsc1/C=N/NC(=O)c1nnn(-c2nonc2N)c1-c1ccc2c(c1)OCO2,12.8%,-1.2%,0.9%,-4.3%,-27.8%,?,-0.7%,-4.0%,-16.1%,-6.2
CN1CCN(CCCCOc2ccccc2-c2ccccc2)CC1,3.8%,-63.1%,-0.3%,-4.7%,8.1%,-10.2%,-5.9%,-5.1%,-10.4%,12.1

# Compound activity deposited in PubChem by National Center for Advancing Translational Sciences (NCATS).
